RAD52 anneal inh = inhibitors of human RAD52 DNA annealing | P43351 | recombinant RAD52 DNA annealing, FRET fluorescence | inhibition, % at 18.7 µM | hit rate 0.46% among 360,000;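 active means every replicate showing at least 50% inhibition; inconclusive means mean inhibition at least 50% but not in every replicate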
E-sel inducer = induces E-selectin expression in human endothelial cells | P16581 | HUVEC E-selectin immunofluorescence imaging; normalized: neutral wells 0, TNF-alpha wells 100 | activation, % at 7.58 µM | hit rate 0.37% among 260,000;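 active means mean E-selectin-positive cell signal at least 10% of the positive control, reached in at least 60% of replicates, without over 20% cell loss; inconclusive means no rule given, readout overlaps actives, possibly toxicity-flagged; inactive means the rest, including those meeting only one limit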;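 further: in these data hits start at about 27%; measured in HUVEC primary endothelial cells; signal is the percent of cells scored E-selectin positive by PE staining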
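System: HUVEC, human umbilical vein endothelial cells; quantity: 3,000 cells/well; buffer or medium: EGM-2 medium, gelatin-coated wells; dosing: single-point compound dose; detection: immunofluorescence imaging; evaluation: % PE-positive cells; benchmarks: TNF-alpha, DMSO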
ARNT-TACC3 inh = ARNT/TACC3 interaction disruption; AlphaScreen His-ARNT PAS-B/GST-TACC3 binding, luminescence; TACC3 fragment carries E629A point mutation; Q9Y6A5; hit rate 0.66% among 390,000; inhibition, % at 9.99 µM;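 active means mean inhibition of replicates at least 50% and at least half of replicates each reaching 50%; inconclusive means half or more replicates reach 50% but mean below 50%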;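 further: 0% = complete ARNT plus TACC3 wells and 100% = ARNT alone without TACC3; many hits fall short of the cut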
Casp6 inh = inhibitors of human caspase-6. P55212. purified caspase-6, Z-VEID-R110 cleavage fluorescence. inhibition, % at 12.5 µM. hit rate 0.53% among 350,000. AID 686996;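 active means mean inhibition across replicates at least about 35%, with every replicate also reaching that limit, limit read from the data; inconclusive means only one of the two criteria met; inactive means neither criterion met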;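 further: 0% = median of neutral control wells and 100% = no fluorescence left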
Target sequence (P55212 24-179 limits assumed): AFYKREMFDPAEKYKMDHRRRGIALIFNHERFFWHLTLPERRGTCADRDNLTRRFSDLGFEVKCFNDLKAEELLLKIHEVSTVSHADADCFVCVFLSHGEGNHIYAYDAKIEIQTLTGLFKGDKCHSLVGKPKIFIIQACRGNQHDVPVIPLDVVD
Target sequence (P55212 194-293 limits assumed): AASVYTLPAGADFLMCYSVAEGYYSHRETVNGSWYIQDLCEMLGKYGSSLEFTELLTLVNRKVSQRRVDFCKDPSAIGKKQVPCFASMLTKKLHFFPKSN
ERp5 inh = blocks human ERp5 reductase activity on insulin. inhibition, % at 9.99 µM. ERp5 insulin aggregation, absorbance 650 nm, 90 min. Q15084. hit rate 0.05% among 350,000;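 active means mean replicate inhibition above about 25%, with every replicate also reaching it, limit read from the data, passing the limit was not always enough; inconclusive means only one of those two criteria met; inactive means neither criterion met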
PglD inh = PglD (C. jejuni) enzyme inhibition | AID 602405 | inhibition, % at 12.5 µM | hit rate 0.098% among 360,000 | purified PglD enzyme, DTNB colorimetric CoA detection; in the data active means inhibition above about 16%, passing the limit was not always enough; inconclusive means no clear call, values can overlap the other calls; further: strong numbers were not always called active
esBAF inh = inhibitors of esBAF chromatin remodeling in mouse ES cells; AID 602393; Bmi1-luciferase knock-in reporter, 24 h; 100% = twice the neutral-well signal; hit rate 2% among 350,000; reporter increase, % at 12.5 µM; in the data active means activation above about 40%; inconclusive means no clear call, values can overlap the other calls;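 further: 0% = median of the plate's neutral control wells and 100% = double that signal; a rise in the Bmi1 reporter signal indicates esBAF inhibition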
RAD54 inh = inhibitors of human RAD54 branch migration; Q92698; hit rate 0.14% among 360,000; RAD54 Holliday junction branch migration, FAM/BHQ fluorescence; inhibition, % at 10.4 µM; AID 602329;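 active means mean normalized replicate activity at least 40 and at least half of replicates scoring 40 or more; inconclusive means only one of the two criteria met; inactive means mean below 40 and under half of replicates reaching 40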;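 further: 0% = median of neutral control wells and 100% = median of positive control wells; inhibitors cause a drop in the FAM fluorescence signal; in these data hits start at about 50%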
Target sequence (Q92698 whole entry, looked up): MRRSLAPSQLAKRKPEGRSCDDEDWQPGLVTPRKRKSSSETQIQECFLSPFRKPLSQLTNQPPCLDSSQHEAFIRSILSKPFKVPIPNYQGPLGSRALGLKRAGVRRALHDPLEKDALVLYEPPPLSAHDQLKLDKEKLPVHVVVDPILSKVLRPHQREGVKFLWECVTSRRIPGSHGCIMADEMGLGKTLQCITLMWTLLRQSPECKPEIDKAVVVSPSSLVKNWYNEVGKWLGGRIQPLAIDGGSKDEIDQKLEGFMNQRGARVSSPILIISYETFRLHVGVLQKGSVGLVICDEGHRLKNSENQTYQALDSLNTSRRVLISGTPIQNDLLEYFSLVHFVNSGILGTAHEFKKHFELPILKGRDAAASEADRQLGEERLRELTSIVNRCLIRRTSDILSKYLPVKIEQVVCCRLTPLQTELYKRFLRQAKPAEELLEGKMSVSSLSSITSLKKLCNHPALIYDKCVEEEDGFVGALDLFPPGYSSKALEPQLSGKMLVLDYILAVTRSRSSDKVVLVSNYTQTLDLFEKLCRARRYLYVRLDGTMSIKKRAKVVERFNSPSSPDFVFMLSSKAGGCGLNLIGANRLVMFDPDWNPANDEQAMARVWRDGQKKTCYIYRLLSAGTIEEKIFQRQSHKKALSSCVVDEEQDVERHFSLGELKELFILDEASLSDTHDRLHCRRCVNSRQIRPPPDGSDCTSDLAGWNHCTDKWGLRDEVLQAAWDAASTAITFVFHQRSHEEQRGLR
* = called active by the depositor; ? = inconclusive; nt = no result given.

SMILES	RAD52 anneal inh	E-sel inducer	ARNT-TACC3 inh	Casp6 inh	ERp5 inh	PglD inh	esBAF inh	RAD54 inh
CCOC(=O)c1c(C)[nH]c(C)c1C(=O)CSc1nnc(-c2ccncc2)n1C	nt	nt	-5	nt	nt	-7	5	-5
COc1ccc(C(C)=O)cc1COC(=O)c1cccc(N(C)C)c1	nt	nt	6	nt	nt	2	14	-5
COc1ccc(C)cc1N(CC(=O)N1CCOCC1)S(C)(=O)=O	-11	0.4	nt	-6	1	0	-4	-13
Oc1ccc2oc3c(c2c1C=NCc1ccncc1)CCCC3	-22	1.3	-2	2	-10	8	4	-4
COc1ccccc1N1CCN(C(=O)c2ccc3c(c2)CCN3S(=O)(=O)c2ccccc2)CC1	8	nt	1	5	1	-3	3	4
CCOC(=O)c1[nH]c2ccccc2c1NC(=O)c1ccc(S(=O)(=O)N2CCCCC2)cc1	-1	0.7	-5	-1	-5	7	5	10
C/C(Cc1ccccc1)=N\NC(=O)c1cc(C(C)(C)C)[nH]n1	-12	0.6	-2	9	2	nt	nt	nt
Oc1cc2ccccc2cc1-c1n[nH]c(=S)n1Cc1ccco1	-4	nt	0	11	3	nt	nt	nt
S=C(NC1CCCCC1)N1CCc2[nH]c3ccccc3c2C1	-8	nt	2	5	-1	nt	nt	nt
C[C@@H]1CN([C@H](C)CO)C(=O)c2cccc(NC(=O)c3cnccn3)c2O[C@@H]1CN(C)Cc1ccc(Oc2ccccc2)cc1	-17	-0.2	24	2	-1	-3	-5	-10
COc1cccc(N2CCN(S(=O)(=O)c3ccc4nc(-c5ccccc5)[nH]c4c3)CC2)c1	nt	nt	1	nt	nt	0	0	7
CC(C)Oc1ccccc1C(=O)NC(CO)C(=O)O (centres undefined)	-12	nt	1	-2	1	nt	nt	nt
CCOC(=O)[C@H]1[C@H]2COc3ccccc3[C@@H]2N2C(=O)c3cc(OC)ccc3NC(=O)[C@@]12C	-15	0.0	0	4	-3	-1	-10	9
Cn1nccc1C(=O)Nc1cc(Cl)ccc1Cl	2	nt	nt	-7	1	-3	-6	-2
CO[C@@H](CN(C)C(=O)c1ccc2c(c1)OCO2)[C@@H](C)CN([C@@H](C)CO)S(=O)(=O)c1ccc(C)cc1	3	-0.1	2	0	0	-2	-5	-2
COc1cccc(CNC(=O)CCN2C(=S)NC(C)(C)CC2C)c1 (centres undefined)	-13	6.1	1	-6	-1	nt	nt	nt
C[C@@H]1CN([C@H](C)CO)C(=O)c2cc(NS(=O)(=O)c3ccc(F)cc3)ccc2O[C@H]1CN(C)Cc1ccc2c(c1)OCO2	-1	-19	-7	0	-3	-2	-1	11
CCOc1cc(/C=C2\SC(=NC)N(C)C2=O)c(Br)cc1OC(C)=O	-23	14	-12	-3	1	-3	-8	-5
O=C(CN1C(=O)COc2ccccc21)c1ccc(Cl)cc1	nt	nt	-3	nt	nt	-1	-1	-9
C=C1C(C(=O)Nc2ccccc2)C1C(=O)Nc1ccccc1 (centres undefined)	-13	4.4	-5	-1	5	6	-2	-3
COc1ccc(C2CC(=O)C(c3ccccc3OC)=CN2Cc2ccccc2)cc1 (centres undefined)	-1	-0.1	nt	4	-1	nt	nt	nt
COCC#Cc1ccc([C@@H]2[C@H](CO)N3C(=O)CN(C(=O)c4ccncc4)C[C@@H]23)cc1	3	0.0	nt	1	-2	nt	nt	nt
Cc1cccc(C(=O)c2c[nH]cc2-c2ccccc2)c1	nt	nt	-1	nt	nt	-4	11	-7
CCCCC(=O)N1CC(=O)Nc2ccc(F)cc2C1c1ccc(F)cc1 (centres undefined)	1	nt	-3	-6	0	3	-4	-1
COc1ccc2c(c1)sc(=NC(=O)CS(=O)(=O)c1ccc(F)cc1)n2C	-3	-0.1	-2	1	5	2	nt	-2
COc1ccc(C)cc1NC(=O)C(=O)N1CCCC1	-11	nt	-9	-3	1	nt	nt	nt
C/C(=N\NC(=O)Cn1cnc2ccccc21)c1cccs1	-26	-5.5	3	0	3	nt	nt	nt
COc1ccc(CCN2CC(C(=O)NCc3ccc(F)cc3)CC2=O)cc1OC (centres undefined)	-10	2.3	-11	23	4	-3	2	-3
O=C(NCc1ccc(Cl)cc1)C(=O)NCC1OCCN1S(=O)(=O)c1cccs1 (centres undefined)	-14	2.5	-8	1	-1	4	-4	2
Cc1noc(C)c1C(=O)OCC(=O)c1c[nH]c2ccccc12	nt	nt	0	nt	nt	-1	26	-3
CC1(Cc2ccccc2OC(F)(F)F)C(=O)Nc2ccc(S(=O)(=O)NC3CCCCC3)cc21 (centres undefined)	-1	-0.2	nt	3	-6	3	20	-10
CNC(=O)CSc1nnnn1-c1ccc2c(c1)OCCO2	nt	nt	-11	nt	nt	1	2	8
O=C(CS(=O)(=O)c1c[nH]c2ccccc12)N1CCc2ccccc21	-11	-1.2	-3	3	0	-6	0	-12
O=C(CN1C2CCCC1CC(NC(=O)c1ccccc1)C2)Nc1ccccc1 (centres undefined)	-7	nt	nt	-2	-2	-3	3	-2
CC(=O)Nc1ccc(NC(=O)CC(c2ccccc2)c2ccccc2)cc1	-10	nt	1	-1	4	4	5	3
CN1CCCC(OC(=O)CCCCC(=O)OC2CCCN(C)C2)C1 (centres undefined)	nt	nt	6	nt	nt	-3	3	-10
Cc1ccc(S(=O)(=O)NC(=O)NC(C)c2ccc(F)cc2)cc1 (centres undefined)	-4	0.2	0	-3	-1	0	1	-10
COc1cc(OC)cc(C(=O)N2CCC(N3CCN(c4ccccc4)CC3)CC2)c1	nt	nt	-2	nt	nt	4	7	5
COc1ccccc1CNC(=O)C[C@@H]1C[C@@H]2c3cc(NC(=O)Nc4ccc(C(F)(F)F)cc4)ccc3O[C@@H]2[C@H](CO)O1	7	-0.3	4	0	-2	-1	-3	-3
COc1ccc(NC(=O)CSc2nnnn2-c2cccc(OC)c2)cc1	-9	0.1	nt	2	1	1	5	6
COc1cc(CNCCc2ccccc2)ccc1OCC(N)=O	-3	nt	-17	0	-2	-4	nt	-10
COc1cc(OC)c(N(C)S(=O)(=O)c2cccc(C(=O)OCc3c(C)noc3C)c2)cc1Cl	-7	nt	-5	5	-2	nt	nt	nt
C=CCO[C@H]1CN(C(=O)OC)[C@@H]2C[C@H]1Oc1ccccc12	-2	-0.1	nt	0	4	nt	nt	nt
COc1cccc2cc(C(=O)N3CCCc4ccccc43)oc12	-8	-0.2	3	0	0	1	3	3
CC(C)(C)c1ccc(C(=O)n2cnc3ccccc32)cc1	-6	0.1	27	0	2	3	-5	-8
CCc1nc2ccccc2c(=O)n1/N=C/c1ccc(Cl)cc1	-4	13	2	-1	-2	nt	nt	nt
CCOc1cc([N+](=O)[O-])c2nc(N)sc2c1	-25	0.1	-7	-2	-5	-5	nt	-8
O=C(C1CCN(S(=O)(=O)N2CCOCC2)CC1)N1CCOCC1	-16	nt	-10	-2	?	-3	2	6
CC1(C(=O)O)CCCN1C(=O)c1ccc(Cl)cc1Cl (centres undefined)	-4	-0.1	nt	4	1	-3	2	4
Cc1ccc(Cl)cc1N1CCN(C(=O)C(C)n2ncn3cccc3c2=O)CC1 (centres undefined)	-14	2.0	9	-3	3	-1	1	12
O=C(O)C1C2CC(C(Br)C2Br)C1C(=O)O (centres undefined)	-8	0.7	nt	0	-6	nt	-3	nt
CS(=O)(=O)Nc1cccc(C2=NN(C(=O)CCCC(=O)O)C(c3cccs3)C2)c1 (centres undefined)	-7	-0.1	-17	0	8	0	-2	-2
O=C(Nc1ccccc1)N1CCCCN2[C@H](CO)[C@@H](c3ccc(C#Cc4ccccn4)cc3)[C@H]2C1	-7	0.3	-3	-2	1	-5	nt	11
C=CCOc1ccc(CNn2cn[nH]c2=S)cc1OCC	nt	nt	-9	nt	nt	-3	-1	6
COc1ccc(-c2noc(N3CCC(C(=O)Nc4ccccc4F)CC3)n2)cc1	-6	-0.2	0	1	4	-2	-32	14
CCOc1ccc2nc(SCC3CC3(Cl)Cl)[nH]c2c1 (centres undefined)	-11	nt	-5	6	-2	nt	nt	nt
O=C(Cn1cc(C(=O)C(F)(F)F)c2ccccc21)N1CCOCC1	-12	-0.9	nt	0	5	nt	nt	nt
O=C(Nc1ccccc1F)c1ccc(Cn2cc(Cl)cn2)cc1	-1	nt	0	1	6	nt	nt	nt
CC1Cc2ccccc2N1C(=O)CN1C(=O)NC(C)(c2ccc3c(c2)OCCO3)C1=O (centres undefined)	nt	nt	9	nt	nt	-3	-16	1
COc1cccc(CNC(=O)[C@H]2CCCN2C(=O)[C@H]2CCCN2)c1	-8	0.1	nt	-1	4	nt	nt	nt

Next structures follow.
SMILES	RAD52 anneal inh	E-sel inducer	ARNT-TACC3 inh	Casp6 inh	ERp5 inh	PglD inh	esBAF inh	RAD54 inh
CNC(=O)C[C@H]1CC[C@H]2[C@@H](COc3ccc(NC(=O)Nc4cccc(C)c4)cc3C(=O)N2C)O1	4	0.1	2	0	2	-1	0	4
C[C@@H]1CCCCO[C@@H](CN(C)S(=O)(=O)c2ccc(Cl)cc2)[C@@H](C)CN([C@@H](C)CO)C(=O)c2cc(NS(=O)(=O)c3ccccc3)ccc2O1	-32	10	nt	-2	17	nt	nt	nt
CSc1nnc(SCc2nc3sc(C(=O)O)c(C)c3c(=O)[nH]2)s1	-152	nt	-2	8	-4	0	0	-15
CN(C)c1cccc(C(=O)OCC(=O)Nc2nccs2)c1	-6	-0.9	-1	2	1	nt	nt	nt
Cc1ccccc1-n1c(C)nnc1SC(C)C(=O)NCC1CCCO1 (centres undefined)	-8	0.0	0	-1	-10	1	-7	-1
c1ccc2c(c1)OCC(c1csc3ncnc(N4CCCCC4)c13)O2 (centres undefined)	nt	nt	-4	nt	nt	3	-5	5
COc1ccccc1CCn1cnc(-c2ccc(Br)cc2)c1CC(C)C	-12	0.0	nt	-5	-1	nt	nt	nt
C[C@H]1CCCCO[C@H](CN(C)C(=O)Nc2ccc(C(F)(F)F)cc2)[C@@H](C)CN([C@@H](C)CO)C(=O)c2cc(NC(=O)NC3CCCCC3)ccc2O1	-25	nt	-4	-4	-2	3	-3	5
Cc1csc(=O)n1CCC(=O)OCC(=O)NNC(=O)c1ccc(Cl)cc1	-17	nt	10	1	-2	-2	-5	-3
COc1cc(N2CCOCC2)ccc1C=C(C#N)C#N	-16	1.2	3	4	-2	-6	-3	-3
Cc1ccc(SCCC(=O)OC(C(=O)NC(N)=O)C(C)C)cc1 (centres undefined)	0	nt	-1	nt	6	nt	-6	3
CCC(CC)c1nnc(NC(=O)CN2C(=O)NC3(CCCC3)C2=O)s1	-8	nt	-1	0	0	0	4	1
Cc1nc(CNS(=O)(=O)c2ccc3ccccc3c2)cs1	13	1.9	-1	-2	2	2	3	5
Cc1ccc(C(C(=O)NC2CCCC2)N(C(=O)Cc2cccs2)c2cccc(C)c2C)o1 (centres undefined)	nt	nt	-3	nt	nt	7	-7	-8
COCCNc1nc2cc(-c3ccsc3)sc2c(=O)n1C	3	-0.1	nt	2	4	-5	0	-13
CCOc1ccc(CCNC(=O)CS(=O)(=O)Cc2nc(-c3ccccc3F)oc2C)cc1	-6	-1.0	5	5	-10	-4	-7	5
CCN(CC)C(=O)CSc1nc2c(sc(=S)n2CC)c(=O)n1-c1ccccc1	nt	nt	6	nt	nt	-1	4	-4
Cc1cc(C)cc(N(C(=O)c2csnn2)C(C(=O)NC2CCCCC2)c2ccccn2)c1 (centres undefined)	-19	nt	nt	nt	-4	10	15	-5
CCC(=O)c1c(CC)c2n3c1CC[C@H]3CCC2	-22	-0.1	-3	-1	1	0	-10	3

Screens: PubChem, Broad Institute

Compounds were not picked by outcome (roughly 3.2% active in at least one column).
